# Screening results (PubChem BioAssay)
# Lamin A splicing – changes lamin A minigene splicing in HeLa cells. HeLa LMNA splicing GFP/RFP minigene ratio, 48 h. Potency, µM (top dose mostly 46.1 µM), inactives show at the top dose ratio change, negative = inhibition, usual class: inhibitors. 200,000 compounds, 0.01% hits. AID 1487; active means well fitted inhibition curve with a large enough effect in the signal ratio, with a control signal flat, not every such curve was filed as active; inconclusive means small, poorly fitted or top-dose-only effect, or effect the other way, or a change in a side signal; the % refers to the signal ratio; further: potency means the concentration at half of the fitted maximal effect; on the % scale 0 is the no-effect control and ±100 the full control effect
#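 S3 HeLa cells stably expressing lamin A-EGFP splicing minigene plus DsRed2, 600 cells/well, 48 h compound exposure at 37C. Laser-scanning cytometry; analysed as GFP (500-530 nm)/RFP (575-640 nm) total intensity ratio; 0.5% DMSO vehicle.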
# Luc counter – counter-screen: inhibitors of Kinase-Glo firefly luciferase. Kinase-Glo luciferase, ATP luminescence, 8 min. Potency, µM (highest dose often 38.3 µM), for the others: at the top dose activity change, negative = inhibition, hits mostly inhibitors. Q27757. 200,000 compounds, 0.28% hits; further: potency means the concentration at half of the fitted maximal effect; on the % scale 0 is the no-effect control and ±100 the full control effect; nearly all actives have a fitted effect of over 60% in size
#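 Inhibition of Kinase-Glo luciferase light generation was assessed at 10 uM ATP in pH 7.2 imidazole buffer, with luminescence measured after eight minutes at ambient temperature.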
# Epigenetic reg – derepresses silenced GFP reporter in murine cells. murine LDR cells, GFP reporter derepression, 30 h. Potency, µM (highest dose often 53.9 µM), for inactives: at the highest dose GFP activation, hits mostly activators. 280,000 compounds, 0.2% hits; further: potency means the concentration at half of the fitted maximal effect; % of control where 0% means no effect; nearly all actives have a fitted effect of over 60% in size
#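 Readout is the number of GFP-expressing murine LDR cells, counted by cytometry following washing. Cells were treated with compound for 30 h at 37 C; the stably integrated CMV-GFP locus is normally silent.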
# NPSR antagonist – blocks cAMP signaling of the human neuropeptide S receptor | CHO-NPSR cells, cAMP TR-FRET, antagonist mode | Potency, µM (top dose mostly 38.3 µM), for the others: at the highest dose activity change, negative = inhibition, most hits filed as inhibitors | 220,000 compounds, 1% hits | AID 1461; further: potency means the concentration at half of the fitted maximal effect; on the % scale 0 is the no-effect control and ±100 the full control effect; nearly all actives have a fitted effect of over 50% in size; many of its hits are not listed in these tables
# Target sequence (Q6W5P4 whole entry, looked up): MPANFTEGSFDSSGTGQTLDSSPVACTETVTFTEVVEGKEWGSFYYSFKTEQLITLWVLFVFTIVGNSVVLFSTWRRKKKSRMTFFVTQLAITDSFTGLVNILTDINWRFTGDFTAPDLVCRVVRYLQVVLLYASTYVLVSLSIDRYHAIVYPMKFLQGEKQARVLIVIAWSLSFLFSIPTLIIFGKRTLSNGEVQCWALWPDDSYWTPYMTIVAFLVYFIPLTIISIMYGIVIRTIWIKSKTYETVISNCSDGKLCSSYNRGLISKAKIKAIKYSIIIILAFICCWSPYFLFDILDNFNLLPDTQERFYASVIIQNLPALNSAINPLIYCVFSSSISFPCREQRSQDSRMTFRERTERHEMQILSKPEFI
# IMPase Li inh – membrane-permeable IMPase blocker, potentiated with lithium; CHO-M1 cells, IP1 TR-FRET (IP-One), carbachol + lithium; Potency, µM (series often up to 59.4 µM), without a hit: at the top dose activity, negative = IMPase inhibition, hits mostly inhibitors; 210,000 compounds, 0.35% hits; AID 1457;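 further: IP1 builds up when IMPase is blocked and the TR-FRET signal falls; potency means the concentration at half of the fitted maximal effect; plate controls were basal vehicle for no effect and high inhibitor control for full effect; nearly all actives have a fitted effect of over 50% in size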
#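 Concentration–response in CHO-M1 cells, lithium-potentiated; 30 min at 37C. IP1 detected by competitive TR-FRET after 10 min lysis at RT. Hill-fitted AC50.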
# GLA spleen mod – alpha-galactosidase A (human) modulation; P06280; human spleen homogenate, 4MU-alpha-Gal fluorescence, 40 min; Potency, µM (series often up to 80 µM), for inactives: at the top dose activity change, negative = inhibition, most hits filed as inhibitors; 240,000 compounds, 0.008% hits; AID 2107;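 further: potency means the concentration at half of the fitted maximal effect; 0% = enzyme with vehicle and -100% = no enzyme basal signal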
#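 Human spleen homogenate (1 ug) was the enzyme source, with 4-methylumbelliferyl-alpha-D-galactopyranoside (1 mM final) in pH 5.0 citrate buffer with 0.01% Tween-20. Compounds were titrated; after 40 min at 37C, NaOH/glycine stop, 4-MU fluorescence read; AC50 from Hill fits.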
# CBFb-RUNX1 inh – blocks binding between human CBF-beta and RUNX1; Q01196+Q13951; AlphaScreen CBFb-His/RUNX1-biotin binding, biochemical; Potency, µM (top dose mostly 59.8 µM), for inactives: at the top dose activity, negative = inhibition, usual class: inhibitors; 230,000 tested, under 10 active; AID 1477; further: % of control where 0% means no effect
# Target sequence (Q01196 whole entry, looked up): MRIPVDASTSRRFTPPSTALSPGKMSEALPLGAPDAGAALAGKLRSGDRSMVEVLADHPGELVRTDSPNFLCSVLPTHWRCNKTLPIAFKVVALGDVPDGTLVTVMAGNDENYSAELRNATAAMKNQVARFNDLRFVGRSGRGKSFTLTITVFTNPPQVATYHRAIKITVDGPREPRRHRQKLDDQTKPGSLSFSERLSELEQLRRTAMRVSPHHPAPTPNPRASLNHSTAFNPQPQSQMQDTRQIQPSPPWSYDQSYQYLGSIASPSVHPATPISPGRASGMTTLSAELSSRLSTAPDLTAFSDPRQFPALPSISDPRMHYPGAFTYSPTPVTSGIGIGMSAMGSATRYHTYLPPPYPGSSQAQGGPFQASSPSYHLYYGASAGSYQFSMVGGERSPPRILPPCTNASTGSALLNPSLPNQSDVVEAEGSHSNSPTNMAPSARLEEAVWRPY
# Target sequence (Q13951 whole entry, looked up): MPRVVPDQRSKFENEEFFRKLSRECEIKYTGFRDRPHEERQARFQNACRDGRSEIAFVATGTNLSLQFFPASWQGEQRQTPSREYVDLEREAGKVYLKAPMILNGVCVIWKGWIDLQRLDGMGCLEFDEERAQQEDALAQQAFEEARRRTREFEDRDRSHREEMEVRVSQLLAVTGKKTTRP
#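 CBFb-His/RUNX1-biotin, 30 nM each, preincubated 20 min RT; compound 15 min RT; Ni + streptavidin beads 50 ng each, 90 min RT; AlphaScreen read.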
# Active calls of the source: *; u = inconclusive; x = no result given; [ ] = remark or other dose. Unless noted, the call rests on the fitted dose curve; in most records, active means well fitted curve in the direction sought with a large enough effect; inconclusive means small, poorly fitted or top-dose-only effect, or another doubt; inactive means no such curve, though single readings can be large; an effect the other way counts as inactive or inconclusive. A portion of the library, so the mix of outcomes need not match the whole.
Molecule,Lamin A splicing,Luc counter,Epigenetic reg,NPSR antagonist,IMPase Li inh,GLA spleen mod,CBFb-RUNX1 inh
CS(=O)(=O)N1CCC2(CC1)CN(C(c1ccccc1)c1ccccc1)C2,x,0%,x,x,11%,6%,x
CC(C)C[C@@H](CC(=O)N[C@@H](CCC(=O)O)CC(=O)O)NC(=O)[C@@H]1CCCC[C@H]1NC(=O)C[C@H](CCCN)NC(=O)C[C@H](Cc1ccccc1)NC(=O)[C@@H]1CNCC[C@H]1N,x,-2%,19%,x,30%[activator],-29%,10%
O=C(Nc1ccc(-c2csnn2)cc1)C1CC1,x,x,2.0%,-3%,x,2%,7%
Cc1c(Cl)c(C(=O)NNC(=S)NCc2ccco2)nn1C,-5%,-2%,1.2%,-6%[46.1 µM],2%,-2%,6%
O=C(c1ccc2nc3ccccc3c(=O)n2c1)N1CCN(Cc2ccc3c(c2)OCO3)CC1,20%,-3%,-1.2%,-13%[46.1 µM],-1%[38.3 µM],18%,3%
O=C(Nc1ccc(S(=O)(=O)NC2=NCCCCC2)cc1)c1ccc2ccccc2n1,x,2%,-3.4%,7%,6%,6%,2%
CN(C)C(=O)CSc1nc(-c2ccccc2)nc2c1CCCC2,27%,0%,-6.4%,-3%[46.1 µM],9%,-1%,8%
CCCNS(=O)(=O)c1cccn1-c1ncc(C(F)(F)F)cc1Cl,1%,-3%,1.6%,-8%[46.1 µM],24%[38.3 µM],6%,4%
COC(=O)c1sccc1NC(=O)c1cc(OC)cc(OC)c1,-2%,-2%,0.2%,-21%[46.1 µM],3%,12%,-14%
CC(C)Cn1c(N)c(C(=O)COC(=O)C2CCCCC2)c(=O)n(C)c1=O,u,0%,-1.0%,-13%[46.1 µM],7%[38.3 µM],-1%,7%
Cc1sc(NC(=S)NC(=O)c2ccco2)c(C#N)c1C,x,4%,-3.3%,-26%,-1%,-3%,12%
O=C(NCC1CCCO1)C(Cc1ccccc1)N1C(=O)C2C3C=CC(C4CC34)C2C1=O (configuration not stated),x,1%,2.4%,-5%,3%,1%,1%
COC(=O)[C@@]1(Cc2ccccc2)[C@H]2c3cc(C(=O)N(C)C)n(Cc4cc(C)n(C)n4)c3C[C@H]2CN1C(=O)c1ccccc1,x,-1%,4.0%,x,1%,5%,6%
COc1ccc(C2CC(c3ccccc3)Nc3nc(NC(=O)c4ccco4)nn32)cc1 (configuration not stated),-2%,-4%,-2.1%,3%[46.1 µM],-4%[38.3 µM],-10%,-4%
O=C1NCCN1C(=O)C12CC3CC(CC(C3)C1)C2,-10%,4%,-0.9%,-4%[46.1 µM],-6%[38.3 µM],5%,-8%

# Ordered by value in IMPase Li inh (ascending): three of the compounds above.
Compound	IMPase Li inh
Cc1c(Cl)c(C(=O)NNC(=S)NCc2ccco2)nn1C	2%
COC(=O)c1sccc1NC(=O)c1cc(OC)cc(OC)c1	3%
CN(C)C(=O)CSc1nc(-c2ccccc2)nc2c1CCCC2	9%

# Following part
Molecule,Lamin A splicing,Luc counter,Epigenetic reg,NPSR antagonist,IMPase Li inh,GLA spleen mod,CBFb-RUNX1 inh
CCCCOc1ccc(/C=N/NC(=S)Nc2cc(C)ccc2C)cc1,14%,-3%,3.2%,-13%[46.1 µM],15%[38.3 µM],-6%,-14%
CC(C)N(C(=O)CSc1nnc(CN2CCCCCC2=O)n1-c1ccccn1)C(C)C,-3%,1%,0.0%,-11%[46.1 µM],9%[38.3 µM],-15%,2%
CN(C)C(=O)c1nc(C#N)c(N(C)C)o1,9%,-6%,-3.8%,-9%[46.1 µM],-13%[38.3 µM],-1%,3%
O=C(COC(=O)Cn1cnc2ccccc21)Nc1cccc(S(=O)(=O)N2CCOCC2)c1,-27%[46 µM],-3%,0.0%,3%,2%,1%,-2%
O=C(Nc1ccc(N2CCN(c3ccc(O)cc3)CC2)cc1)Oc1ccccc1,-5%,3%,4.8%,-1%[46.1 µM],32%[38.3 µM],-20%,-12%
CN(C)c1nc(-c2cccc(C#N)c2)nc2ccccc12,u,x,x,x,9%,16%,x
Cc1cc(C)n2nc(-c3sccc3-n3cccc3)cc2n1,12%,-3%,0.0%,-8%[46.1 µM],-2%[38.3 µM],5%,-8%
COc1ccc(N2CC(NC(=O)N3CCN(c4ccccc4)CC3)CC2=O)cc1 (configuration not stated),u,-3%,3.2%,6%,-3%,-2%,-4%
Cc1ccc(SCCC(=O)OC(C(=O)NC(N)=O)C(C)C)cc1 (configuration not stated),x,x,2.6%,-8%,4%,-6%,2%
Oc1ccc(C2C(c3ccccc3)=NN=C(c3ccccc3F)N2O)c(O)c1 (configuration not stated),u,3%,-1.5%,1%,-5%,-18%,-9%
C/C(=N\NC(=O)c1ccc2nc[nH]c2c1)c1ccc([N+](=O)[O-])cc1,x,x,-2.8%,9%,x,15%,9%
CC(C)(C)C(=O)Nc1sc2c(c1C(=O)Nc1ccccn1)CCCC2,u,-3%,-1.3%,29%,13%,5%,4%
C=C1CC/C=C(\C)CC[C@@H]2[C@@H]1CC2(C)C,x,4%,-0.1%,x,12%,-2%,6%[21.7 µM]
COc1ccc(-n2c(=O)c(C)nc3cnc(N4CCOCC4)nc32)cc1,-13%,x,x,x,4%,-4%,x
COc1ccc(N(CC(=O)NCCC2=CCCCC2)S(=O)(=O)c2ccc(C)cc2)cc1,x,-1%,1.3%,-51%,12%,-9%,1%
COc1ccc(CC(=O)NNC(=O)CCc2ccccc2)cc1,-12%[46 µM],-3%,1.1%,16%,9%,9%,-5%
Cc1ccc(-c2nc3sc(C(N)=O)c(N)c3c3c2CCCC3)cc1,-5%,0%,-1.8%,-13%,11µM*,10%,5%
O=S(=O)(CC(CN1CCCCC1)N1CCCCC1)c1ccccc1 (configuration not stated),x,-1%,-9.1%,-28%,23%,2%,-2%
O=C(COC(=O)CSCc1ccccc1)NCc1ccccc1,20%[46 µM],-1%,1.2%,-1%,5%,0%,1%
Cc1ccc(C2CC2C(=O)NN)cc1 (configuration not stated),-6%,-8%,0.0%,-1%[46.1 µM],3%[38.3 µM],1%,4%
COc1ccc2nc(NC(=O)CCn3cccc3)sc2c1,-2%,-9%,-1.1%,-15%[46.1 µM],-7%[38.3 µM],1%,-30%
COc1ccc(NC(=S)N(CCCN2CCOCC2)Cc2cn(C)c3ccccc23)cc1OC,u,3%,-1.0%,10%,0%,4%,-2%
COC(=O)c1ccccc1NC(=O)N1CCN(c2ccccc2)CC1,4%[46 µM],2%,-3.3%,-11%,14%,0%,1%
CC(=O)N1C(C)(C)CC(=NOC(=O)c2ccc(C)cc2)CC1(C)C,x,0%,-1.1%,-1%,2%,-3%,1%
O=C(NCCCn1ccnc1)Nc1cccc2ccccc12,-3%,3%,0.0%,6%[46.1 µM],-5%,3%,0%
COc1ccc(C(=O)CSc2nnc(CNC(=O)c3ccc(OC)cc3)n2C)cc1,6%,-1%,-1.1%,-4%[46.1 µM],16%[38.3 µM],5%,5%
COc1ccccc1CN1CCSCC1,14%,-2%,0.0%,-8%[46.1 µM],20%[38.3 µM],2%,0%
COc1ccc2[nH]c(=O)c(CN(CC3CCCO3)C(=O)Nc3ccccc3)cc2c1 (configuration not stated),-5%,4%,-2.6%,-7%[46.1 µM],2%[38.3 µM],3%,7%
CC(=O)NCC1CCCN(c2nc3nonc3nc2N(C)Cc2ccccc2)C1 (configuration not stated),1%[46 µM],-1%,-1.1%,-9%,5%,1%,3%
Nc1[nH][nH]c(=O)c1N=Nc1ccc2c(c1)OCO2,-17%[46 µM],-9%,0.0%,57%,31%[activator],-7%,-22%
O=c1cc(-c2ccc(O)c(O)c2)oc2cccc(O)c12,x,-1%,1.8%,x,6%,-4%,u
Nc1[nH]nc2c1NN(c1ccc(Cl)cc1Cl)N2,u,-3%,-2.5%,-12%,-3%,4%,-29%
COc1cc(C2=NOC(C(=O)NCc3ccco3)C2)cc(OC)c1OC (configuration not stated),u,4%,-2.7%,7%[46.1 µM],-2%[38.3 µM],1%,-3%
O=C(/C=C\c1ccc(-c2cccc([N+](=O)[O-])c2)o1)N1CCOCC1,u,-7%,0.0%,38%,15%,0%,12%
Cc1ccc2nc(-c3ccccc3)c(CC(=O)O)c(C(=O)O)c2c1,5%[46 µM],1%,-0.5%,-5%,-3%,-7%,5%
Cc1ccc(Nc2nc(N)c(C#N)c(CC#N)c2C#N)cc1,u,-2%,1.1%,7%,-3%,-1%,3%
COc1ccc(N2CCN(C(=O)CSc3nnc(NC(=O)C4CC4)s3)CC2)cc1,u,-2%,3.8%,7%,7%,5%,7%
[O-]/[N+](=C\c1ccccc1)[C@@H]1CCCC[C@@H]1/[N+]([O-])=C/c1ccccc1,6%,x,-2.2%,6%[46.1 µM],x,6%,9%
COC(=O)c1ccccc1NC(=S)N(Cc1ccc2c(c1)OCO2)Cc1cc2cc(C)ccc2[nH]c1=O,2%,0%,0.0%,-25%[46.1 µM],-1%,5%,7%
CCN1CCN(CCCCOc2ccccc2F)CC1,3%,-3%,-1.0%,3%[46.1 µM],31%[38.3 µM],2%,-4%
COc1ccc2c(c1)c(=O)oc1cc(OCC(=O)NC3CCCCC3)ccc12,-6%,-4%,-2.0%,-1%[46.1 µM],-1%[38.3 µM],-5%,u
Cc1cccc(C)c1NC(=O)C1CCCNC1 (configuration not stated),-1%,x,-3.5%,-5%[46.1 µM],x,3%,-1%
COc1ccc(N(C(=O)/C=C/c2ccc(OC)c(OC)c2)C2=CC3CCC(C2)N3C)cc1 (configuration not stated),-9%[46 µM],-4%,-2.8%,1%,21%,2%,15%
C=CCn1c(SCC(=O)Nc2cc(NC(C)=O)ccc2OC)nnc1-c1ccccn1,1%,-2%,-0.7%,-5%[46.1 µM],-1%[38.3 µM],8%,0%
Cc1ccccc1OCc1nnc(SCC(=O)Nc2ccc(N3CCOCC3)c(Cl)c2)n1C,1%,-1%,0.4%,-25%[46.1 µM],4%[38.3 µM],-3%,-2%
COCCNC(=S)N/N=C/c1c(C)[nH]c2ccccc12,u,-1%,-3.0%,0%,0%,-19%,3%
O=C(CNCc1ccncc1)Nc1cc(S(=O)(=O)N2CCCCC2)ccc1Cl,-1%[46 µM],-1%,0.5%,-6%,9%,-2%,-9%
